Screening results (PubChem)
PAFAH1B3 inh – blocks human PAF acetylhydrolase 1B catalytic subunit 3; recombinant PAFAH1B3, FP-rhodamine probe, fluorescence polarization; hit rate 0.28% among 340,000; inhibition, % at 3.39 µM; Q15102;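 active = inhibition above the screen-wide average of all tested compounds plus 3 SD, cut at about 25% in these data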;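 also: 0% = enzyme with DMSO only and 100% = wells lacking PAFAH1B3 protein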
Target sequence (Q15102 whole entry, looked up): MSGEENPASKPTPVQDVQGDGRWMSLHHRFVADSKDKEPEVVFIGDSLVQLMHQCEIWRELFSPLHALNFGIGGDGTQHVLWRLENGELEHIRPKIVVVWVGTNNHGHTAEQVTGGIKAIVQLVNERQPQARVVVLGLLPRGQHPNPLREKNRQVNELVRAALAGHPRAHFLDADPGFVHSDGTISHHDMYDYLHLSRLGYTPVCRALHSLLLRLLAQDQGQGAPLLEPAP
PAFAH2 FP inh – inhibitors of human PAFAH2 | Q99487 | AID 492956 | recombinant PAFAH2, FP-rhodamine activity probe, fluorescence polarization | hit rate 0.99% among 340,000 | inhibition, % at 3.39 µM;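 active = inhibition above the mean over all tested compounds plus 3 SD, cut at about 30% in these data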;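 also: inhibitors block probe labeling of enzyme so polarization drops; 0% = enzyme with DMSO and 100% = wells lacking PAFAH2 protein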
PAD4 FP inh – blocks human protein arginine deiminase 4; recombinant PAD4, RCA probe fluorescence polarization; inhibition, % at 6.36 µM; Q9UM07; AID 485272; hit rate 0.41% among 330,000;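 active = percent inhibition above a cutoff equal to the mean of all tested compounds plus 3 SD, cut at about 15% in these data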;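 also: 0% = PAD4 with RCA probe and DMSO and 100% = probe without PAD4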
GSTO1 inh – blocks human GSTO1 in RBBP9 counter-screen. P78417. recombinant GSTO1, activity-based probe fluorescence polarization. inhibition, % at 5.96 µM. hit rate 1.1% among 300,000. AID 1974;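 active = inhibition above the campaign mean inhibition plus 3 SD, cut at about 35% in these data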;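 also: 0% = GSTO1-1 with DMSO and 100% = wells lacking GSTO1-1 enzyme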
LYPLA2 counter – LYPLA2 (human) inhibition in PME1 counter-screen. recombinant LYPLA2, FP-Rh probe fluorescence polarization. inhibition, % at 5.9 µM. hit rate 0.38% among 320,000. AID 2177;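 active = inhibition above the screen-wide mean plus 3 SD, limit set per campaign, cut at about 26% in these data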;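 also: 0% = LYPLA2 with DMSO and 100% = wells lacking LYPLA2 enzyme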
Target sequence (O95372 whole entry, looked up): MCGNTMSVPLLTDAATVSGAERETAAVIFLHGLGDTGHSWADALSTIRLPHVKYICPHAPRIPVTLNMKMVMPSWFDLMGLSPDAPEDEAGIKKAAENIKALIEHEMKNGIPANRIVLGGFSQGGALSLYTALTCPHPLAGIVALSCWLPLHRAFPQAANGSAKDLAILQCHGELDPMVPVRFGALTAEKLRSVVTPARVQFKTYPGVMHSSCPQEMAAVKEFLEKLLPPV
LYPLA1 counter – counter-screen for PME1 inhibitors: inhibitors of human LYPLA1. inhibition, % at 5.9 µM. O75608. recombinant LYPLA1, FP-Rh probe fluorescence polarization. hit rate 0.16% among 320,000;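 active = inhibition above the mean of all tested compounds plus 3 SD, set per campaign, cut at about 14% in these data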;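 also: inhibitors block serine hydrolase probe labeling of LYPLA1 so polarization falls; 0% = enzyme with DMSO and 100% = wells lacking LYPLA1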
PME-1 inh – blocks human protein phosphatase methylesterase 1; hit rate 0.53% among 320,000; inhibition, % at 5.9 µM; recombinant PME-1, FP-Rh probe fluorescence polarization;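 active = inhibition above the campaign mean of all compounds plus 3 SD, cut at about 26% in these data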;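 also: competitive labeling of PME-1 active site by serine hydrolase directed probe; 0% = PME-1 with DMSO and 100% = wells lacking PME-1 enzyme; inhibitors block probe labeling so polarization falls and inhibition rises; many of its hits are not listed in these tables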
Target sequence (Q9Y570 whole entry, looked up): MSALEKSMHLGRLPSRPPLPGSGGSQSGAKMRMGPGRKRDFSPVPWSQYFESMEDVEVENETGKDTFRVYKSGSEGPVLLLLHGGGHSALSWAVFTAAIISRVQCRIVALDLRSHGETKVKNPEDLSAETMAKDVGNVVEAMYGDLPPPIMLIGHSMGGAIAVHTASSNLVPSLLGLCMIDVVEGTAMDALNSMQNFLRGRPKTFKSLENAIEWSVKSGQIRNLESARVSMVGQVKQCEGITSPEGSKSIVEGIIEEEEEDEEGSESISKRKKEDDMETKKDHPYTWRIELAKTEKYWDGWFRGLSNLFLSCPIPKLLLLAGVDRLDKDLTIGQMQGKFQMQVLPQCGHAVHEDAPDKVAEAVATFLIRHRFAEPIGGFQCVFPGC
pPAFAH inh – pPAFAH (human) enzyme inhibition | recombinant pPAFAH, FP-rhodamine probe fluorescence polarization | Q13093 | hit rate 1.5% among 330,000 | inhibition, % at 3.39 µM;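 active = inhibition above the mean inhibition across the screen plus 3 SD, cut at about 25% in these data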;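 also: inhibitors block binding of the rhodamine activity-based probe so polarization drops; 0% = enzyme with DMSO and 100% = wells lacking pPAFAH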
PAFAH1B2 inh – blocks human PAF acetylhydrolase 1b catalytic subunit 2. P68402. recombinant PAFAH1B2, FP-rhodamine activity probe, fluorescence polarization. inhibition, % at 3.39 µM. hit rate 1.2% among 340,000;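 active = inhibition above the mean of all tested compounds plus 3 SD, cut at about 24% in these data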;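 also: 0% = enzyme with DMSO and 100% = wells lacking PAFAH1B2; many of its hits are not listed in these tables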
* hit, by the source's call; . = no result given. A portion of the library. The share of hits here may be higher or lower than overall.

entry	SMILES	PAFAH1B3 inh	PAFAH2 FP inh	PAD4 FP inh	GSTO1 inh	LYPLA2 counter	LYPLA1 counter	PME-1 inh	pPAFAH inh	PAFAH1B2 inh
1	CC(=O)c1cccc(NC(=O)C(C)N(C)CC(=O)Nc2ccc(Cl)cc2)c1 (configuration not stated)	2.0	0.2	-2.7	14.6	-0.5	0.1	0.5	5.0	6.5
2	COc1ccc(S(=O)(=O)N2CCOCC2)cc1NC(=O)CCNC(=O)c1ccc([N+](=O)[O-])cc1	-6.0	-1.7	0.4	.	2.5	1.9	-1.3	6.8	0.8
3	CCOC(=O)N1CCC(NC(=O)C2CCN(S(=O)(=O)c3cccc4cccnc34)CC2)CC1	.	.	-3.3	2.6	-3.0	2.2	1.1	7.4	.
4	Clc1ccc(OCc2cc(-c3ccccc3)no2)c(Cl)c1	-0.1	-4.4	-2.3	-3.4	-6.5	-7.2	-6.2	3.0	2.4
5	O=C(Nc1ccc(N2CCN(C(=O)c3cccs3)CC2)cc1)c1ccc(F)cc1	-0.8	5.2	1.4	3.4	6.8	-5.3	0.6	4.8	3.2
6	O=C(CN1CCCC1)Nc1ccc([N+](=O)[O-])cc1	6.0	3.4	1.2	15.8	6.3	4.5	-5.0	4.1	-2.4
7	C[C@]12c3[nH]c4ccc(Cl)cc4c3CCN1C(=O)[C@@H](CC(=O)NCCC1=CCCCC1)C[C@@H]2C(=O)N1CCOCC1	10.4	-4.2	4.1	.	.	.	.	6.8	12.3
8	COC(=O)c1cc2oc(C)cc2n1CC(=O)Nc1cc(C)cc(C)c1	3.2	1.0	-4.8	7.2	-4.8	2.8	-6.5	0.6	5.4
9	CS(=O)(=O)N(CC(=O)N1CCc2ccccc2C1)c1ccccc1Br	2.6	0.2	0.7	-4.2	5.9	2.2	1.4	3.5	5.5
10	O=C(Nc1nnc(CC(=O)N2CCOCC2)s1)c1cccs1	5.3	-3.1	1.2	-1.7	4.7	2.1	-6.9	4.0	0.0
11	O=C(NCc1ccccc1F)C(c1ccccc1)c1ccccc1	4.4	-5.2	1.6	17.8	-9.1	-2.5	-2.4	3.7	5.6
12	C/C=C(/C)C(=O)Nc1cccc(C2=NOC3(C2)C[C@@H](C(N)=O)N(C(=O)c2ccc(OC)cc2)C3)c1 (some centres not stated)	8.5	0.7	-1.8	1.2	0.4	-3.2	2.5	4.6	2.7
13	CCOc1cc(CNc2ccc(O)cc2)cc(Br)c1OCc1ccccc1F	18.1	8.4	7.8	80.4*	13.2	7.2	20.7	43.4*	5.8
14	COc1cc(-c2nc3ccccn3c2/N=C/c2cccc(OC)c2O)ccc1O	15.3	6.0	-5.2	5.4	-0.8	-1.6	-0.1	3.6	2.2
15	COc1ccc(S(=O)(=O)N(CC(=O)N2CCOCC2)c2cc(Cl)ccc2OC)cc1OC	6.3	-0.9	-2.1	-0.2	4.3	1.5	0.8	5.4	3.2
16	CN(CC(=O)Nc1cccc(F)c1)C(=O)C1=COCCO1	5.0	6.9	3.1	1.1	-0.8	-0.1	-7.5	4.1	1.0
17	Cc1ccccc1OCc1nnc(SCC(=O)Nc2ccc(N3CCOCC3)c(Cl)c2)n1C	11.1	-2.4	-2.3	5.9	9.7	0.7	4.1	6.9	-0.6
18	Cc1cccc(N(CC(=O)NC2CCCC2)C(=O)CCC(=O)Nc2ccccn2)c1	-1.4	4.7	-2.2	-3.3	-3.8	0.0	0.2	-1.5	3.3
19	CC1CCCC(NC(=O)CN2CCN(Cc3ccc(Cl)cc3)C2=O)C1C (configuration not stated)	8.8	3.3	-4.9	4.3	3.3	0.9	-2.0	-5.0	4.5
20	O=[N+]([O-])c1ccc(N/N=C2/CCCCC2c2ccccn2)c([N+](=O)[O-])c1 (configuration not stated)	8.5	-4.2	-6.7	27.8	3.9	6.2	21.2	2.7	0.0
21	C=C[C@@H]1c2ccccc2N(S(=O)(=O)c2ccc(C)cc2)[C@H](c2ccccc2C(F)(F)F)C1(C#N)C#N	3.1	-3.1	-0.3	.	-2.3	1.4	-6.3	3.1	4.9
22	Cc1ccccc1Sc1c(C#N)c(-c2ccccc2)nn1C	3.5	1.5	-3.6	4.1	-3.2	-7.1	-1.5	6.2	0.6
23	Cn1cc(S(=O)(=O)NCC2CCCO2)c(=O)n(C)c1=O (configuration not stated)	6.4	-2.1	-2.3	-11.4	-3.3	1.8	-2.0	-5.7	5.0
24	CCCCn1c(N)c(N(CC(C)C)C(=O)c2cccc(-n3cnnn3)c2)c(=O)[nH]c1=O	4.3	-3.6	-3.4	-0.8	4.2	2.7	4.7	-1.9	3.4
25	COC(=O)c1c(C)oc2ccc(OC(=O)N3CCOCC3)cc12	8.3	-9.0	0.9	10.5	3.4	0.7	0.0	13.7	-3.0
26	Nc1c(C(=O)O)sc2nc(-c3ccccc3)c3c(c12)CCCC3	1.0	-3.0	-2.1	-6.1	-1.9	-2.4	-5.4	8.1	-2.1
27	Cc1cccc(C)c1OCC(O)CN1CCN(c2ccccn2)CC1 (configuration not stated)	-3.6	-7.2	-2.5	-2.3	6.3	2.0	0.8	3.5	-0.7
28	O=C(COC(=O)c1cc(=O)[nH]c2ccc(Br)cc12)c1ccccc1	1.9	-8.5	-4.0	16.6	-12.0	-10.3	-7.8	2.4	0.6
29	CCSc1nc2ccccc2n1C(=O)c1ccc(S(=O)(=O)N2CCCCCC2)cc1	1.4	-0.1	1.8	-0.5	-4.0	-2.5	-4.9	-1.5	7.9
30	COc1ccc(/C=N/NC(=O)C2(O)c3ccccc3-c3ccccc32)cc1	1.2	-0.8	-0.4	1.7	-3.8	-1.1	-2.4	2.4	-0.2
31	O=C(c1cc2nc(-c3ccco3)cc(C(F)(F)F)n2n1)N1CCCc2ccccc21	-3.1	6.2	1.9	-2.7	-4.2	-1.6	-0.4	2.5	-5.0
32	COc1ccccc1CNC(=O)CSc1nnc2ccc(-c3cccnc3)nn12	0.8	-5.4	0.5	5.3	-0.3	6.7	-5.1	9.5	-1.2
33	Cc1nc2c(O)cccc2cc1CO	4.6	-4.4	2.0	49.9*	-1.2	-1.6	1.4	2.2	7.0
34	CCC(C)(C(=O)NC1CCCC1)N(C(=O)c1ccccn1)c1ccccc1 (configuration not stated)	5.7	0.4	2.3	-1.1	-0.7	5.1	-0.3	-1.0	-2.9
35	CN(/C=C/c1c([N+](=O)[O-])c(=O)n(C)c(=O)n1C)c1ccccc1	5.1	0.1	-0.7	9.0	4.8	2.5	3.1	5.3	-1.5
36	CCC1CCc2c(sc(N)c2C(N)=O)C1 (configuration not stated)	11.0	0.1	-4.2	9.1	6.3	0.0	-1.6	8.3	-1.6
37	CCN(C[C@H]1N[C@@](CC)(C(=O)OC)[C@H]2C(=O)N(C)C(=O)[C@@H]12)C(=O)Nc1ccc(C(F)(F)F)cc1	13.1	4.6	-15.0	.	.	.	.	-9.0	1.6
38	O=C(COC(=O)C1CCC1)NCc1ccccc1	-6.2	6.4	-0.1	3.0	0.5	1.7	-3.8	8.1	3.0
39	Cc1ccc(OCC(O)CNS(=O)(=O)c2ccccc2C(=O)O)cc1 (configuration not stated)	1.7	-0.1	0.7	3.0	3.3	2.5	-3.5	2.4	17.4
40	Cc1ccc(NC(=O)Nc2cccnc2)cc1NC(=O)Nc1cccnc1	2.0	-7.1	-2.2	-14.2	-18.7	-8.3	-12.7	-4.1	-9.8
41	NS(=O)(=O)c1ccc(CCNC(=O)c2ccco2)cc1	-3.5	-0.3	-2.4	1.9	-1.2	-1.2	3.4	4.7	1.3
42	CCOC(=O)C(C(=O)OCC)c1c([N+](=O)[O-])c(=O)n2c3c(cccc13)CCC2	5.7	-3.7	-2.1	3.1	-0.1	2.0	1.9	-0.6	3.2
43	COc1ccc(OC)c(NC(=O)CSc2nnc3ccc(-c4ccccn4)nn23)c1	-2.9	4.2	-6.1	9.8	8.3	5.0	0.8	3.4	-2.2
44	Cc1cccc(C)c1NC(=O)CCCN1C(=O)C(c2ccccc2)Oc2cccnc21 (configuration not stated)	4.9	-1.0	-2.0	-7.1	3.0	0.1	2.6	-0.1	7.1
45	O=C(NCCN1CCN(Cc2ccccc2)CC1)c1cc2c(=O)[nH]c3ccccc3c2s1	9.2	8.2	0.2	-7.2	4.2	-7.4	-1.5	-3.0	-0.6
46	O=C1CCCCC(=O)N(c2ccccc2)c2ccccc21	3.2	-4.0	-2.4	-2.8	6.8	-0.9	-1.4	1.2	5.5
47	CCCCCC(NC(=O)C1CCN(C(=O)[C@@H](NS(=O)(=O)c2ccc(C)cc2)C(C)C)CC1)C(=O)O (some centres not stated)	5.2	-6.2	6.1	-1.1	0.4	0.7	0.5	-0.4	1.9
48	COc1ccc(C)cc1N(CC(=O)N1CCOCC1)S(C)(=O)=O	3.5	0.6	1.3	0.5	7.8	-1.2	-0.3	0.9	-5.8
49	CC(=O)c1ccc(NC(=O)C(C)Sc2n[nH]c(-c3cccnc3)n2)cc1 (configuration not stated)	-2.5	10.7	0.0	0.6	5.8	-0.4	-2.9	1.9	-3.7
50	COC(=O)c1ccc(COc2nc(C)cc(C)c2C#N)o1	1.6	3.1	-1.5	7.5	3.6	0.8	-0.7	1.6	1.1
51	COc1ccc(C(c2nnnn2CC2CCCO2)N2CCN(c3ccc(F)cc3)CC2)cc1 (configuration not stated)	5.1	4.8	-0.6	20.3	-0.7	-1.2	-5.0	-3.9	-0.9
52	COc1ccc(C2(C(=O)NC(C)C)CCCC2)cc1OC	-0.2	4.9	-0.8	1.1	8.9	-1.9	0.4	5.9	0.6
53	O=C1NCCCCC1NS(=O)(=O)c1ccccc1 (configuration not stated)	-2.2	3.8	3.5	-1.4	2.1	0.1	-0.8	1.7	1.3
54	CC(=O)c1cccc(N(C(=O)Cn2nnc3ccccc32)C(C(=O)NCc2ccccc2)c2ccccn2)c1 (configuration not stated)	3.5	-6.5	5.5	5.3	3.0	2.8	-8.1	-5.3	5.2
55	O=C(c1ccc(Cl)c(S(=O)(=O)N2CCOCC2)c1)N1CCN(Cc2ccccc2)CC1	2.1	-6.1	0.2	1.5	11.4	7.1	4.5	0.2	2.3
56	Cc1ccc(S(=O)(=O)N(CC(=O)N2CCCC2)C2CCCCC2)cc1	0.0	7.5	-0.4	2.0	-1.1	-0.3	2.7	2.2	1.1
57	C=CCSc1nc(N)c(C(=O)Nc2ccccc2)cc1C#N	6.5	-2.6	1.9	-5.5	0.3	-2.0	-2.6	-2.9	4.7
58	O=C(NC(=S)Nc1ccc(N2CCOCC2)cc1)c1cncc(Br)c1	2.7	-0.3	-3.6	-0.3	9.9	-1.3	6.8	-2.3	0.4
59	CC(C)CC(=O)c1c[nH]c(C(=O)NCCCn2ccnc2)c1	4.2	-3.0	4.0	-3.4	4.3	-5.2	-1.7	4.5	1.3
60	Cc1nnc(SCC(=O)c2c(N)n(C)c(=O)n(C)c2=O)n1Cc1ccccc1	1.1	-5.3	-1.5	4.6	0.4	-1.3	-1.5	0.8	-4.1
